# IL1B secr inh: inflammasome signaling inhibition, IL-1 beta readout. THP-1 LPS/ATP IL-1B secretion, AlphaLISA, 16 h; active compounds read low. activity change, % at 57.5 µM. AID 743279. 4.7% of 360,000 active; in the data active means activity change below about -50%; inconclusive means mostly about -30% to -49%; further: on the % scale 0 is the no-effect control and ±100 the full control effect
#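 Secreted IL-1B measured by AlphaLISA bead assay after 16 h compound exposure of THP-1 cells; compounds (final up to 57.5 uM) added 1 h before LPS (250 ng/mL) and ATP (1.25 mM) stimulation; lower signal means less secretion.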
# GLP-1R agonist: activates the human GLP-1 receptor; HEK293 GLP-1R CRE-luciferase, luminescence, 4-6 h; cells express a hypersensitive GLP-1R form; Potency, µM (top dose mostly 45.6 µM), without a hit: at the highest dose activation, usual class: activators; 0.007% of 380,000 active; further: potency means the concentration at half of the fitted maximal effect; % of control where 0% means no effect
# Target sequence (P43220 whole entry, looked up): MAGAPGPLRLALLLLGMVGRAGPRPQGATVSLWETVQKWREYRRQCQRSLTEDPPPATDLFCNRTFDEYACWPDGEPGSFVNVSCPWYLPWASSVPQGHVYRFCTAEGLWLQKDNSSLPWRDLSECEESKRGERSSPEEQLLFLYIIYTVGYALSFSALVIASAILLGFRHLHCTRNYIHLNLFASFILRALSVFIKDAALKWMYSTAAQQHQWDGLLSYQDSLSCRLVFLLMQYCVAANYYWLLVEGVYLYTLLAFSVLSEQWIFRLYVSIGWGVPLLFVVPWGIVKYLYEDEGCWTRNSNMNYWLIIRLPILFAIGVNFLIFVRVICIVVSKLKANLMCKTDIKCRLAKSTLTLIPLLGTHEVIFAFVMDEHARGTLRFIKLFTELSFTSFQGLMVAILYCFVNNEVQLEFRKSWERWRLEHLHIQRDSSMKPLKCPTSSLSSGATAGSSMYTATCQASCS
# SW480 rereplic: DNA re-replication induction in SW480 cells. SW480 DNA re-replication, Hoechst DNA content imaging, 48 h. Potency, µM (doses to about 46.1 µM), for inactives: at the highest dose re-replication activation, actives largely listed as activators. 1.8% of 340,000 active. AID 624297; further: potency means the concentration at half of the fitted maximal effect; % of control where 0% means no effect; nearly all actives have a fitted effect of over 55% in size
#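 Treated cells incubate 48 hr (37 C, 5% CO2), are stained 40 min with Hoechst, and nuclear fluorescence is enumerated; a rise in nuclei with high DNA signal marks re-replication.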
# KB-3-1 cytotox: KB-3-1 parental cell cytotoxicity. 1.4% of 400,000 active. KB-3-1 viability, CellTiter-Glo ATP luminescence, 72 h. Potency, µM (highest dose often 46.1 µM), for the others: at the top dose activity change, negative = cytotoxic, hits mostly cytotoxic; further: potency means the concentration at half of the fitted maximal effect; on the % scale 0 is the no-effect control and ±100 the full control effect; nearly all actives have a fitted effect of over 60% in size
#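 Parental KB-3-1 viability, qHTS format: 72 h compound exposure, 37 °C; CellTiter-Glo; media-only wells and DMSO plates as controls; concentration-effect fits on corrected data.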
# HT1080 IDH1KD tx: HT-1080 IDH1 knockdown cell toxicity (counter line); 2% of 360,000 active; HT-1080 IDH1 knockdown viability, ATP luminescence, 48 h; Potency, µM (titrated, usually from 46.1 µM), for inactives: at the highest dose activity, negative = toxicity, most hits filed as cytotoxic; AID 686971;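 further: potency means the concentration at half of the fitted maximal effect; 0% = DMSO wells and -100% = cell-free medium wells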
#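 Luminescent ATP read-out (CellTiter-Glo, 10 min at room temperature) after 48 h compound exposure at 37 °C gave viability of IDH1-knockdown HT-1080 cells. Activity was normalised to DMSO and cell-free wells, then fitted as concentration-response curves.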
# HT1080NT lethal: kills 2HG-producing HT-1080-NT fibrosarcoma cells | HT-1080-NT fibrosarcoma viability, CellTiter-Glo ATP luminescence, 48 h | 1.6% of 360,000 active | Potency, µM (highest dose often 46.1 µM), for inactives: top-dose activity, negative = less viability, actives largely listed as cytotoxic;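 further: NT is the 2HG producing partner of a matched IDH1 knockdown line; potency means the concentration at half of the fitted maximal effect; 0% = DMSO-treated cells and -100% = media-only wells without cells; nearly all actives have a fitted effect of over 55% in size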
#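 A 48-hour cytotoxicity screen used HT-1080-NT cells plated 2 hours before compound delivery. ATP-based CellTiter-Glo luminescence measured viability, normalized to DMSO and no-cell controls.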
# KB-V1 cytotox: KB-V1 MDR subline cytotoxicity. Potency, µM (doses to about 46.1 µM), inactives show at the highest dose activity change, negative = cytotoxicity, usual class: cytotoxic. 3.4% of 400,000 active. AID 1347076. KB-V1 MDR cells viability, CellTiter-Glo, 72 h; further: potency means the concentration at half of the fitted maximal effect; on the % scale 0 is the no-effect control and ±100 the full control effect; nearly all actives have a fitted effect of over 60% in size
#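 Compound-treated KB-V1 multidrug-resistant cells, 72 h, 37 degrees C; viability by CellTiter-Glo. Fitted qHTS curves give the values.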
# DRD3 agonist: agonists of human D3 dopamine receptor. P35462. D3R DiscoveRx beta-arrestin cells, luminescence, 90 min. max activation, %. 0.58% of 410,000 active; in the data active means max activation above about 30%; further: 0% is about no effect; mostly tested at two doses, the higher about 12 µM
# Target sequence (P35462 whole entry, looked up): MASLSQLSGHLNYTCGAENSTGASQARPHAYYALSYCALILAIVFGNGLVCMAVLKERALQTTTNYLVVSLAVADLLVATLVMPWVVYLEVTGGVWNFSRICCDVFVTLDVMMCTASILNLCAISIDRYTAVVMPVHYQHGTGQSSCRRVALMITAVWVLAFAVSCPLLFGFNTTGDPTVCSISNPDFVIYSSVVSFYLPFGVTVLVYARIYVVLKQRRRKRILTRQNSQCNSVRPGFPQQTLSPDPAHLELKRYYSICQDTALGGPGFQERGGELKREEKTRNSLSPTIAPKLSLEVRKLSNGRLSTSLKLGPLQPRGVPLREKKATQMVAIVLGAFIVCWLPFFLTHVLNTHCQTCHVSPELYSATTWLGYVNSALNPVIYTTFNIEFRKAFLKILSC
#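 Cells at 1500/well, incubated overnight, then treated with pinned compounds (dopamine as control) for 90 min at 37 degrees C. DiscoveRx reagent added for 30 - 60 minutes at room temperature; luminescence read.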
# D3 antag: antagonists of human D3 dopamine receptor. P35462. D3R cells, DiscoveRx beta-arrestin luminescence, antagonist mode; active compounds read low. max response, negative = inhibition, %. 2.5% of 360,000 active; in the data active means max response below about -50%; inconclusive means no clear call, values can overlap the other calls; further: on the % scale 0 is the no-effect control and ±100 the full control effect; mostly tested at two doses, the higher about 12 µM
#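 Cells expressing the human receptor were seeded at 1500 cells/well, incubated overnight at 37 degrees C in 5% CO2, then exposed to library compounds with dopamine controls for 90 minutes at 37 degrees C before luminescent detection.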
# An asterisk follows results filed as active; u = inconclusive; x = no result given; & = joins results of further samples. Unless noted, the call rests on the fitted dose curve; in most records, active means well fitted curve in the direction sought with a large enough effect; inconclusive means small, poorly fitted or top-dose-only effect, or another doubt; inactive means no such curve, though single readings can be large; an effect the other way counts as inactive or inconclusive.
No.	Structure	GLP-1R agonist	DRD3 agonist	D3 antag	HT1080 IDH1KD tx	KB-3-1 cytotox	HT1080NT lethal	IL1B secr inh	SW480 rereplic	KB-V1 cytotox
1	CC(=O)C1(O)CCC2C3CC(C)C4=CC(=O)C=CC4(C)C3(F)C(O)CC21C (configuration not stated)	-0.4%	-4.5	8.2	u	u	u	-53.7*	8.1%	-28.3%
2	OCCNc1ncnc2c1ncn2[C@H]1CN(Cc2cccs2)C[C@@H](CO)O1	7.7%	10.1	-3.4	u	0.0%	u	32.9	x	8.6%
3	COc1ccc(Nc2cc(=O)n(-c3ccccc3)c3c2c(=O)n(C)c(=O)n3C)cc1	8.3%	4.0	1.9	6.1%	43.0%	9.5%	14.5	-5.2%	u
4	CCOC(=O)C(Cc1ccccc1)C(=O)Nc1cccc2ccccc12 (configuration not stated)	20.5%	-1.8	4.0	3.4%	-8.0%	1.6%	13.0	-1.1%	-10.3%
5	COc1ccc(CCNc2ncnc3nc[nH]c23)cc1OC	-4.2%	7.4	19.7	-2.4%	u	5.6%	12.4	-17.1%	u
6	O=C(OCC(=O)N1CCN(C(=O)c2ccco2)CC1)c1cn(-c2ccccc2)nc1-c1ccccc1	-2.0%	3.6	-13.0	-3.3%	u	-0.7%	-61.7*	2.4%	-0.8%
7	CCn1c(SCC(N)=O)nc2ccccc2c1=O	0.2%	11.5	u	1.7%	7.0%	6.3%	19.9	-1.5%	13.7%
8	CC(C)CN(C(=O)CCC(=O)OC(C)C(=O)Nc1cccc(C#N)c1)c1c(N)n(CC(C)C)c(=O)[nH]c1=O (configuration not stated)	12.4%	7.4	-20.3	2.5%	-5.1%	1.3%	0.4	-2.7%	-12.6%
9	O=C(c1cc2sccc2n1Cc1ccccc1)N1CCN(c2nc3ccccc3s2)CC1	2.2%	0.9	10.0	8.2µM*	-29.5%	-5.5%	-2.8	2.7%	-11.9%
10	O=C(Nc1nc(-c2ccc3c(c2)OCCO3)cs1)c1ccc(Br)o1	-0.8%	-3.0	-15.5	0.2%	-3.9%	2.5%	-25.5	x	0.0%
11	Cn1c(=O)c2c(nc(NCc3ccco3)n2Cc2ccc(Cl)cc2Cl)n(C)c1=O	-7.6%	3.3	9.6	3.6%	2.4%	8.9%	33.9	-0.4%	3.1%
12	Cc1ccc(N2CC(=O)N(NC(=O)CN3CCN(c4ccccc4)CC3)CC2=O)cc1	0.7%	12.7	9.2	4.1%	u	3.2%	23.0	-14.8%	-4.5%
13	COc1ccc(OC)c(NC(=O)CCn2cnnn2)c1	-7.4%	7.1	x	x	11.8%	x	x	x	u
14	O=C(c1cc2c(ccc3ccccc32)o1)N1CCN(c2ncc(C(F)(F)F)cc2Cl)CC1	-8.8%	-1.5	0.0	14.7%	u	14.8%	3.9	-3.3%	-21.0%
15	Cc1nc(SCC(=O)N(C)C2CCCCC2)[nH]c(=O)c1Cc1ccccc1	10.1%	1.1	2.1	4.8%	10.7%	-1.0%	18.3	9.3%	u
16	COc1ccc2c(c1)[C@H]1[C@H](CO2)[C@H](c2ccccc2)[C@]2(C)C(=O)Nc3ccc(Br)cc3C(=O)N12	-4.6%	-27.8	-11.7	-10.3%	-29.9%	-0.1%	u	u	9.4%
17	Cc1ccc(CSCC(=O)N2CCN(Cc3ccc4c(c3)OCO4)CC2)cc1	5.6%	7.5	0.0	-7.9%	0.0%	-3.8%	3.4	u	-10.8%
18	COC(=O)c1ccccc1NC(=O)CSc1nc2cccnc2n1C	7.1%	0.4	-4.0	-5.6%	4.8%	0.0%	-21.5	10.8%	-19.0%
19	O=C(Cc1ccc(F)cc1)NC(Cc1c[nH]c2ccccc12)C(=O)O (configuration not stated)	0.8%	8.5	9.9	-9.6%	13.0%	-5.6%	15.5	-2.1%	18.3%
20	CC1CCCN(C(=O)CCS(=O)(=O)c2cc3c(cc2Cl)NC(=O)CO3)C1 (configuration not stated)	0.3%&-1.6%	-2.9&-11.9	-18.4	-0.9%	2.4%&15.2%	0.7%	-6.3	-26.7%	1.9%&-9.5%
21	CN1c2ccccc2N(C)C1c1c(O)ccc2ccccc12	-18.3%	0.2	17.6	-13.8%	5.5%	0.6%	20.9	-4.7%	u
22	CCN(c1ccccc1)S(=O)(=O)c1ccc(Cl)c(NC(=O)CN(C)Cc2cccc(F)c2)c1	13.2%	-8.4	-8.3	-14.9%	u	-1.1%	0.0	20.2%	16.4µM*
23	CCn1c(=O)n(CC)c2cc(S(=O)(=O)NCCOc3ccccc3)c(C)cc21	0.2%	17.2	28.5	-1.4%	-19.2%	2.0%	13.2	1.7%	u
24	O=C(CSc1ncnc2c1cnn2-c1ccc(F)cc1)NCc1ccc2c(c1)OCO2	-2.8%	-8.9	-12.5	6.6%	-3.0%	4.3%	8.3	0.1%	-14.9%
25	COc1cc2c(cc1OC)C(COc1ccc(F)cc1)N(C(=O)Cc1ccc(F)cc1)CC2 (configuration not stated)	-0.5%	1.7	x	x	u	x	x	x	-6.5%

# Compound profiles (already shown). Order of screens: GLP-1R agonist, DRD3 agonist, D3 antag, HT1080 IDH1KD tx, KB-3-1 cytotox, HT1080NT lethal, IL1B secr inh, SW480 rereplic, KB-V1 cytotox
# CCN(c1ccccc1)S(=O)(=O)c1ccc(Cl)c(NC(=O)CN(C)Cc2cccc(F)c2)c1 across the screens: 13.2%, -8.4, -8.3, -14.9%, u, -1.1%, 0.0, 20.2%, 16.4µM*
# COc1ccc(CCNc2ncnc3nc[nH]c23)cc1OC across the screens: -4.2%, 7.4, 19.7, -2.4%, u, 5.6%, 12.4, -17.1%, u
# COc1ccc(Nc2cc(=O)n(-c3ccccc3)c3c2c(=O)n(C)c(=O)n3C)cc1 across the screens: 8.3%, 4.0, 1.9, 6.1%, 43.0%, 9.5%, 14.5, -5.2%, u

# The listing continues:
No.	Structure	GLP-1R agonist	DRD3 agonist	D3 antag	HT1080 IDH1KD tx	KB-3-1 cytotox	HT1080NT lethal	IL1B secr inh	SW480 rereplic	KB-V1 cytotox
26	CC(C)(C)C(=O)Nc1cc(NC(=O)C(C)(C)C)cc(C(=O)Nc2cc(C(=O)O)cc(C(=O)O)c2)c1	-1.2%	5.9	7.0	2.6%	26.3%	5.8%	11.6	-4.9%	u
27	CC(=O)OC(C(=O)NCS(=O)(=O)c1ccc(C)cc1)c1cccnc1 (configuration not stated)	4.4%	0.2	u	9.3%	-4.7%	11.2%	8.3	-3.9%	18.8%
28	COc1ccccc1CNc1nc(-c2ccccc2CO)c2sccc2n1	11.4%	-1.5	-18.5	-22.0%	0.0%	-16.4%	-27.0	x	-2.2%
29	CCOC(=O)C1CN(S(=O)(=O)c2ccc(F)cc2)C1	-6.9%	1.6	8.9	0.9%	9.8%	-9.3%	8.5	0.3%	-12.1%
30	COc1ccc(NC(=O)c2cncn2-c2ccccc2)cc1	10.3%	-0.3	4.7	7.3%	20.5%	11.1%	-29.5	-14.4%	0.0%
31	Cc1noc(N)c1C1(O)C(=O)Nc2c(Cl)cc(Cl)cc21 (configuration not stated)	1.6%	-3.8	-15.1	-2.9%	3.0%	-18.6%	-6.8	0.8%	u
32	CN1CCN(C(c2ccc(F)cc2)c2ccc3cccnc3c2O)CC1 (configuration not stated)	-0.4%	-1.8	-26.9	0.2%	-0.3%	1.6%	-8.2	-4.0%	21.8%
33	CCOC(=O)C1=C(c2ccccc2)Nc2ncnn2C1c1ccc(OC)c(OC)c1OC (configuration not stated)	1.9%	12.8	-10.0	2.1%	0.2%	1.3%	3.6	u	-15.1%
34	CC(=O)c1cccc(Nc2c3c(nc4ccccc24)CCC3)c1	12.2%	-6.4	2.4	2.59µM*	1.84µM*	5.8µM*	68.5	5.8µM*	20.2%
35	Cc1ccc2c(c1)nnn2C1CCN(CC(=O)Nc2ccc(F)cc2)CC1	10.9%	-34.5	u	-19.4%	4.6%	-21.6%	u	4.8%	-11.0%
36	Cn1c(=O)c2c(nc(SCC(=O)O)n2Cc2cc3c(cc2Cl)OCO3)n(C)c1=O	9.2%	-2.5	16.8	13.4%	0.0%	13.4%	-2.3	1.8%	6.3%
37	CS(=O)(=O)N1Cc2cc(C(=O)NCC3CC3)nc(-c3cccc(-c4cccnc4)c3)c2[C@@H]1CCO	-3.0%	-10.3	-17.8	u	u	u	-1.6	x	-5.0%
38	CCOC(=O)CN(C(=O)CSc1nnc(-c2ccc(OC)c(OC)c2)o1)c1ccccc1	2.9%	0.7	6.0	6.3%	-3.4%	0.3%	1.6	-5.8%	u
39	O=C(NC1CCN(S(=O)(=O)c2ccccc2)CC1)c1cccc(F)c1	0.6%	2.3	13.8	-3.3%	-2.4%	-0.1%	-9.2	0.5%	0.3%
40	COc1ccc(NC(=O)CSc2nnc(-c3ccco3)n2C)cc1	-6.9%	0.8	16.6	21.4%	16.3%	14.8%	-19.1	2.8%	-10.7%
41	Cc1[nH]nc(SCC(=O)N2CCCCCC2)c1[N+](=O)[O-]	12.3%	1.3	-12.0	-22.9%	1.8%	-23.7%	9.5	12.9%	6.4%
42	COc1ccc(C2COc3cc(O)ccc3C2)c(OC)c1O (configuration not stated)	14.8%	16.8	-23.2	u	u	u	-14.0	u	u
43	CC1CN(C(=S)Nc2ccc(S(N)(=O)=O)cc2)CC(C)O1 (configuration not stated)	-4.0%	2.4	-9.8	1.0%	-5.4%	1.2%	-2.6	-23.3%	u
44	COc1ccccc1NS(=O)(=O)c1ccc(O)c(C(=O)OCC(=O)N2c3ccccc3CC2C)c1 (configuration not stated)	-0.4%	-20.4	-106.3*	-1.3%	5.3%	-6.9%	4.1	-50.7%	9.1%
45	CCN(CC(=O)NC1CCS(=O)(=O)C1)S(=O)(=O)c1ccccc1 (configuration not stated)	-0.3%	2.5	15.3	1.5%	16.5%	-0.1%	8.2	-5.6%	0.5%
46	Cc1cc(C)n(-c2cc(C(C)(C)C)nc3c(-c4ccc(Cl)cc4)cnn23)n1	8.6%	-33.1	-11.5	u	-14.4%	u	-2.3	u	0.0%
47	CCn1c2ccccc2nc2cc3c(cc21)c(Cl)c(=O)c1ccccc13	-13.2%	3.0	-17.1	20.6µM*	u	u	25.6	x	-13.0%

# Screens (PubChem)
